# Compound activity (PubChem BioAssay)
# 14-3-3 Bad PPI: disrupts binding of bovine 14-3-3 zeta to phospho-Bad peptide; P63103; TR-FRET 14-3-3zeta/Dy647-pBad peptide displacement, 1 h; inhibition, % at 21.7 µM; 220,000 compounds, 0.71% hits;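 active means inhibition above about 70%, limit read from the data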;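 further: 0% = full 14-3-3 plus peptide FRET controls and 100% = background without 14-3-3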
# Target sequence (P63103 whole entry, looked up): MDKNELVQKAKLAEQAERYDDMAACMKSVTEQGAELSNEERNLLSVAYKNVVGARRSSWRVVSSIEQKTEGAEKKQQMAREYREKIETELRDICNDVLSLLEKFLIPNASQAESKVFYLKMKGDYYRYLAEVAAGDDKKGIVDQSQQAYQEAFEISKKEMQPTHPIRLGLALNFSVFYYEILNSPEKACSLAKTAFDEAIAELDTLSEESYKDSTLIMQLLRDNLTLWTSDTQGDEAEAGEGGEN
# FXIa inh: factor XIa (human) inhibition | 220,000 compounds, 0.14% hits | inhibition, % at 5 µM | AID 798 | P03951 | purified FXIa, Boc-Glu-Ala-Arg-AMC fluorogenic substrate;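 active means inhibition of at least 40%; inactive means inhibition below 40%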;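 further: fluorescence of freed AMC excited at 355 nm; 0% = enzyme without compound and 100% = no enzyme blank; many of its hits are not listed in these tables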
# Runt-CBFb FRET: blocks binding of human RUNX1 Runt domain to CBFb; Q01196+Q13951; Cerulean-Runt/Venus-CBFb FRET ratio 530/480, 1 h; inhibition, % at 20 µM; 220,000 compounds, 0.46% hits;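 active means inhibition over about 50% at 20 µM in the single-dose screen, limit read from the data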;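 further: 0% = DMSO wells and 100% = excess unlabeled CBFb competitor control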
#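 Assay system: Cerulean-Runt domain / Medium: Tris 50 mM pH 7.5, KCl, K2SO4, 0.01% BSA / Timing: protein complex preformed 1 h, compound exposure 1 h, room temperature, dark / Measured by: FRET, excitation 422 nm, emission at 530 and 480 nm / Evaluation: loss of energy transfer signal / Control set: 5 µM unlabeled CBFb as full-inhibition high control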
# Thrombin inh: inhibitors of human thrombin | P00734 | alpha-thrombin, Boc-VPR-AMC fluorogenic substrate cleavage | inhibition, % at 5 µM | 220,000 compounds, 0.26% hits | AID 1046;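 active means inhibition at or above 40%; inactive means inhibition below 40%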;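 further: 0% = enzyme with no compound and 100% = wells without enzyme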
#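 System: human alpha-thrombin protein; Compound dosing: one concentration per compound, 5 µM, with 0.2% DMSO; Timing: reaction at room temperature; Technique: AMC fluorescence, 355/460 nm; Controls: enzyme without compound as high, wells lacking enzyme as low.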
# Hck Nef HTS: inhibitors of human Hck kinase activated by Nef | 220,000 compounds, 0.68% hits | Recombinant Hck-YEEI plus Nef, Z-Lyte FRET kinase assay | P08631 | inhibition, % at 20 µM;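 active means Hck-Nef kinase inhibition above about 50%, limit read from the data; inactive means inhibition below that limit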;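 further: 0% = DMSO with Hck plus Nef and 100% = Hck alone without Nef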
# Target sequence (P08631 whole entry, looked up): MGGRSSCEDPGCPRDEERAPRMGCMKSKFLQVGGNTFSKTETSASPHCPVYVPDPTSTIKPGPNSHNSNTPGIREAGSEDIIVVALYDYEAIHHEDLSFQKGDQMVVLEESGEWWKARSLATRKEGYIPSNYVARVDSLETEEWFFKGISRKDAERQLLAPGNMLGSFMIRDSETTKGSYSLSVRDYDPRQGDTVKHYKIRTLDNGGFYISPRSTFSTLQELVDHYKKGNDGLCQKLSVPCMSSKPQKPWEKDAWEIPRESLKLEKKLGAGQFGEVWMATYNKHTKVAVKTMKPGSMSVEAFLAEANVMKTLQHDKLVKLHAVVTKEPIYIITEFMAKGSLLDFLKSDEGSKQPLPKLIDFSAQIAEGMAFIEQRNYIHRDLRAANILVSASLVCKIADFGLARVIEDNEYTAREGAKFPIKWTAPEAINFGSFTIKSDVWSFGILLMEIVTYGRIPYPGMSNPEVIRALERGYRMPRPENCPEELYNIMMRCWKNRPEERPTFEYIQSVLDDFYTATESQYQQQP
# Runt-SMMHC FRET: Runt domain-CBFb-SMMHC interaction inhibition | Q01196+Q13951 | Cerulean-Runt/Venus-CBFb-SMMHC FRET ratio 530/480, 1 h | inhibition, % at 20 µM | 220,000 compounds, 0.74% hits;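 active means mean inhibition across duplicate retests at 20 µM reaching about 50%, limit read from the data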;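 further: 0% = DMSO wells and 100% = wells with excess untagged CBFb-SMMHC; inhibitors lower the FRET ratio by blocking Runt binding to CBFb-SMMHC; some results filed as inactive read as strong as hits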
# Wee1 stabilizer: human Wee1 degradation inhibition, primary screen; P30291; HeLa Luc-Wee1K328M stability, luciferase luminescence; 100% = proteasome inhibitor MG132 effect; reporter increase, % at 5 µM; 220,000 compounds, 1.2% hits; AID 1321;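 active means activation above the mean of all tested compounds plus 3 SD, set per screening run, cut at about 8.8% in these data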;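 further: cells exposed to compound for 20 h before luminescence read; 0% = DMSO alone and 100% = MG132 at 30 µM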
# FXIIa inh 1536: blocks human coagulation factor XIIa protease activity; P00748; purified FXIIa, Boc-QGR-AMC fluorogenic substrate, 2 h; 220,000 compounds, 0.3% hits; inhibition, % at 5 µM; in the data active means inhibition above about 40%;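 further: 0% = enzyme with no compound and 100% = blank without enzyme; many of its hits are not listed in these tables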
# KLK5 inh: blocks human kallikrein 5 protease activity. AID 873. inhibition, % at 5 µM. recombinant hK5, fluorogenic AMC substrate cleavage. Q9Y337. 210,000 compounds, 0.59% hits;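 active means inhibition of 40% or more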;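 further: 0% = enzyme controls without compound and 100% = no-enzyme blanks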
# Target sequence (Q9Y337 67-293 limits assumed): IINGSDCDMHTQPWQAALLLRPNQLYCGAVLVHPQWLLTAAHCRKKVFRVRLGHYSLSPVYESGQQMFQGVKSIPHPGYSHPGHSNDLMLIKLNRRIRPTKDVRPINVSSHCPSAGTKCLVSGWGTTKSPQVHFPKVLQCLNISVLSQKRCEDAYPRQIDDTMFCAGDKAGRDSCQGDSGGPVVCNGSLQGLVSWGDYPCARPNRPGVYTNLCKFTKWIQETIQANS
# Active calls of the source: *; . = not tested or not shown; [ ] = remark or other dose.
14-3-3 Bad PPI	FXIa inh	Runt-CBFb FRET	Thrombin inh	Hck Nef HTS	Runt-SMMHC FRET	Wee1 stabilizer	FXIIa inh 1536	KLK5 inh	compound
2	1	0	0	-1	-3	-1	14	5	CCN1C(=O)c2cccc3c(S(=O)(=O)Nc4ccccc4)ccc1c23
-7	0	-2	4	24	1	0	10	2	Cc1ccc(Cn2ccsc2=NC(=O)CCl)cc1
-1	-2	1	-8	26	-1	-2	-5	-7	O=c1c2c(nc3nc(NCc4ccccc4Cl)[nH]n13)CCC2
2	10	0	2	7	-4	-3	11	-3	O=C(Nc1ccccn1)c1c(O)c2cccc3c2n(c1=O)CCC3
-16[fluorescence artefact?]	3	1	-5	2	4	5	6	-15	Cc1ccc(S(=O)(=O)NN2C(=O)c3ccccc3NC2C)cc1 (stereo not given)
1	3	-5	-5	-1	-6	2	6	-12	Nc1nc(CSc2nc3ccccc3s2)nc(Nc2ccccc2)n1
-14	4	-1	-3	1	0	-3	.	-1	Cc1csc(Nc2ccc(Cl)cc2)n1
4	-10	80*	-5	2	-4	1	5	19	O=C(CN1CCN(c2ccccc2)CC1)Nc1ccccc1C(F)(F)F
2	4	11	-1	2	3	-1	16	-9	Cc1cc(C)nc(N(C#N)CN2C(=O)c3ccccc3S2(=O)=O)n1
-16	0	-2	-4	10	-5	5	6	.	Cc1ccc(Cn2c(O)c(N=NC(=S)Nc3ccccc3F)c3ccccc32)cc1
-2	4	-4	7	3	-3	-2	16	-12	O=[N+]([O-])c1cc([N+](=O)[O-])c(N2CCCCCC2)cc1NCCO
-11	-2	13	-1	7	35	-2	13	-14	COc1ccc(-c2ccc(CCC(=O)O)n2C(C)C)cc1
1	9	-1	-6	2	0	4	14	-6	COc1ccccc1OCCC(=O)OCC(=O)Nc1cccc(Br)c1
6	3	-2	4	2	-6	-1	-10	3	Cc1cc(=O)n2c3ccccc3n(CC(O)CN3CCCC3)c2c1C#N (stereo not given)
-6[fluorescence artefact?]	-13	2	-10	-1	2	-1	-3	-32	COc1ccc(OC2OC3COC(c4ccco4)OC3C(O)C2NC(C)=O)cc1 (stereo not given)
20[fluorescence artefact?]	5	-6	0	-1	0	0	18	-13	CCOC(=O)c1[nH]c2ccc(F)cc2c1NC(=O)CN1CCc2cc(OC)c(OC)cc2C1
5	22	0	-3	-1	-3	-1	1	-5	Cc1cc(C)c(NC(=O)CS(=O)CC(=O)N2CCN(c3ccccc3)CC2)c(C)c1 (stereo not given)
11	8	-1	3	3	-10	-1	13	-17	CNc1nc(Oc2ccc(=O)n(C)n2)nc(N2CCOCC2)n1
-5	2	-2	1	4	5	1	7	0	COc1ccc(N2CCN(C(=O)C3Cc4ccccc4CN3C(=O)c3ccccc3)CC2)cc1 (stereo not given)
-9	-9	24	-9	18	16	2	4	0	CN(C(=O)COC(=O)c1ccc2[nH]c3c(c2c1)CCCC3)C1CCS(=O)(=O)C1 (stereo not given)
-15	-3	0	13	14	-2	0	4	-2	COC(CC(=O)NNC(=S)Nc1ccccc1)OC
12	1	.	-1	2	-4	5	5	-9	COC(=O)c1ccc(CSc2ccccc2C)o1
2	-1	-1	-4	-3	1	-2	1	-31	CC(C)(O)[C@@H]1Cc2c(ccc3ccc(=O)oc23)O1
10	-4	4	-2	-4	0	-1	4	-2	CNCC(O)COc1ccccc1 (stereo not given)
-4	-16	-1	-6	1	0	1	-8	27	CO/N=C/NC(=O)C1=NOC(CNc2ncc(C(F)(F)F)cc2Cl)C1 (stereo not given)
3	25	1	-3	-2	10	-1	5	-10	Cc1cc(C(=O)Cn2nnc(-c3ccc(Cl)cc3)n2)c(C)n1-c1ccccc1
-2	-1	1	-10	24	2	3	-6	-4	Cc1c(NC(=O)C(C)OC(=O)CCC2CCCC2)c(=O)n(-c2ccccc2)n1C (stereo not given)
17[fluorescence artefact?]	4	8	2	3	26	1	10	-19	CC(=O)C(C)Oc1ccc2c3c(c(=O)oc2c1)CCCC3 (stereo not given)
-1[fluorescence artefact?]	1	-5	-4	2	-1	3	8	-2	Cc1cc(C)c(S(=O)(=O)N2CCCOC2CNC(=O)C(=O)NCCC2=CCCCC2)c(C)c1 (stereo not given)
5[fluorescence artefact?]	-13	0	1	1	1	-1	-5	-13	COc1ccccc1N(CC(O)CN(c1ccccc1)S(C)(=O)=O)S(=O)(=O)c1ccccc1 (stereo not given)
5[fluorescence artefact?]	-4	0	-5	3	3	2	3	-12	Cc1c(Cl)c([N+](=O)[O-])nn1CCCC(=O)Nc1c(Cl)cccc1Cl
0	0	-1	-6	0	-2	0	13	-13	O=c1c(-c2ccccc2)c(O)c2c(n1-c1ccccc1)CCCC2
26[fluorescence artefact?]	-10	0	-8	3	-4	0	-9	11	NC(N)=N/N=C/c1ccc(OCc2ccccc2Cl)cc1
-17	-2	-3	-8	22	0	-2	5	-2	CCC1Cc2c(nc(N)c3c(N)nc(N4CCCCC4)c(C#N)c23)O1 (stereo not given)
-4	0	0	4	8	-2	-1	13	0	CCc1ccc(N2Cc3ccccc3C2)cc1
-20[fluorescence artefact?]	18	1	-3	11	2	-2	17	-28	Cc1cc(=O)oc2c(C(=O)/C=C/c3ccccc3)c(O)ccc12
1	-5	-2	-14	1	-3	-1	6	-8	N#CCc1nn(-c2ccc(Cl)cc2)c(N)c1C#N
-1	-4	0	88*	5	6	1	-3	-17	COc1ccc(-c2cc(C(F)F)n3ncc(C(=O)n4ccnc4C)c3n2)cc1
-6	-6	4	-5	-2	-2	4	0	5	COC(=O)c1cccc(-n2c(C)cc(C=O)c2C)c1C
-1	1	0	-7	2	5	4	5	-13	O=C(Nc1nnc(-c2ccccn2)o1)c1cccc(Br)c1

# Compounds shown so far containing fluorine (five):
14-3-3 Bad PPI	FXIa inh	Runt-CBFb FRET	Thrombin inh	Hck Nef HTS	Runt-SMMHC FRET	Wee1 stabilizer	FXIIa inh 1536	KLK5 inh	compound
4	-10	80*	-5	2	-4	1	5	19	O=C(CN1CCN(c2ccccc2)CC1)Nc1ccccc1C(F)(F)F
-16	0	-2	-4	10	-5	5	6	.	Cc1ccc(Cn2c(O)c(N=NC(=S)Nc3ccccc3F)c3ccccc32)cc1
20[fluorescence artefact?]	5	-6	0	-1	0	0	18	-13	CCOC(=O)c1[nH]c2ccc(F)cc2c1NC(=O)CN1CCc2cc(OC)c(OC)cc2C1
-4	-16	-1	-6	1	0	1	-8	27	CO/N=C/NC(=O)C1=NOC(CNc2ncc(C(F)(F)F)cc2Cl)C1 (stereo not given)
-1	-4	0	88*	5	6	1	-3	-17	COc1ccc(-c2cc(C(F)F)n3ncc(C(=O)n4ccnc4C)c3n2)cc1

# (next part)
14-3-3 Bad PPI	FXIa inh	Runt-CBFb FRET	Thrombin inh	Hck Nef HTS	Runt-SMMHC FRET	Wee1 stabilizer	FXIIa inh 1536	KLK5 inh	compound
-1	-5	10	-8	0	1	-3	7	-1	O=C(Cc1ccc([N+](=O)[O-])cc1)N1N=C(c2ccncc2)CC1(O)C(F)(F)F (stereo not given)
-6	0	5	-13	21	-8	0	5	3	CC(C)NC(=O)/C(C#N)=C\c1ccc(N(C)C)o1
3	6	7	-4	0	-2	-1	15	-4	CCCCn1c(C)cc2cc(O)ccc21
38	2	0	3	3	-1	0	15	0	CCCSc1nnc(-c2ccccc2NC(=O)CC)c(=O)[nH]1
9[fluorescence artefact?]	-9	-3	-8	1	0	0	-3	1	O=C(CCS(=O)(=O)c1cccs1)N1CCCC1
1	-5	2	-7	-6	-5	2	.	-6	Cc1nc2ccc(NC(=O)c3cccnc3)cc2s1
-1[fluorescence artefact?]	-2	-1	3	0	0	-2	9	8	CCn1cc([N+](=O)[O-])c(C(=O)Nc2ccc(Br)cn2)n1
-8	-4	0	-12	18	3	2	5	-3	COc1ccccc1OCCC(=O)OCC(=O)Nc1ccc(Br)cc1F

# No new results follow: 2 of the compounds above.
14-3-3 Bad PPI	FXIa inh	Runt-CBFb FRET	Thrombin inh	Hck Nef HTS	Runt-SMMHC FRET	Wee1 stabilizer	FXIIa inh 1536	KLK5 inh	compound
-1[fluorescence artefact?]	-2	-1	3	0	0	-2	9	8	CCn1cc([N+](=O)[O-])c(C(=O)Nc2ccc(Br)cn2)n1
-8	-4	0	-12	18	3	2	5	-3	COc1ccccc1OCCC(=O)OCC(=O)Nc1ccc(Br)cc1F

# (continued)
14-3-3 Bad PPI	FXIa inh	Runt-CBFb FRET	Thrombin inh	Hck Nef HTS	Runt-SMMHC FRET	Wee1 stabilizer	FXIIa inh 1536	KLK5 inh	compound
-1	5	3	-1	0	-2	-1	1	-2	O=C(NC(=S)NC1C2CC3CC(C2)CC1C3)C12CC3CC(CC(C3)C1)C2 (stereo not given)
9	-10	-2	-13	1	-4	-2	0	-7	COc1ccc(Cl)cc1NC(=O)COC(=O)C(CC(C)C)N1C(=O)C2CC=CCC2C1=O (stereo not given)
-13[fluorescence artefact?]	-4	-4	5	-1	-3	4	19	17	CC1(C)C(=O)Nc2ccccc2N1C(=O)COc1ncnc2c(Cl)cc(Cl)cc12
4	-8	2	6	0	-4	1	3	-1	CCOCCCNC(=O)CCCn1nc(C)n2c(cc3sccc32)c1=O
-12	3	1	0	7	-4	1	9	-12	CC(/C=N/NC(=O)CSc1nc2ccccc2n1C)=C\c1ccco1
7	4	-2	.	-1	3	3	12	-24	CNCCC(Oc1ccc(C(F)(F)F)cc1)c1ccccc1 (stereo not given)
-3	4	1	-6	-1	2	4	2	-3	CCN1C(=O)C2(C(C#N)=C(N)Oc3cc(C)oc(=O)c32)c2ccccc21 (stereo not given)
5	-2	8	-6	25	-5	3	10	1	CCn1c(CC(=O)Nc2ccccc2)n[nH]c1=S

# Laid out differently: entries from further up
# Below each SMILES: 14-3-3 Bad PPI, FXIa inh, Runt-CBFb FRET, Thrombin inh, Hck Nef HTS, Runt-SMMHC FRET, Wee1 stabilizer, FXIIa inh 1536, KLK5 inh
> COc1ccc(N2CCN(C(=O)C3Cc4ccccc4CN3C(=O)c3ccccc3)CC2)cc1 (stereo not given)
→ -5, 2, -2, 1, 4, 5, 1, 7, 0
> CN(C(=O)COC(=O)c1ccc2[nH]c3c(c2c1)CCCC3)C1CCS(=O)(=O)C1 (stereo not given)
→ -9, -9, 24, -9, 18, 16, 2, 4, 0

# The list goes on:
14-3-3 Bad PPI	FXIa inh	Runt-CBFb FRET	Thrombin inh	Hck Nef HTS	Runt-SMMHC FRET	Wee1 stabilizer	FXIIa inh 1536	KLK5 inh	compound
38[fluorescence artefact?]	7	1	-1	60*	2	-2	13	-18	CCCCN(C)CCOc1ccccc1OCC
-6	0	-6	1	-1	1	8	8	-19	C=Cn1ccnc1P(=S)(c1ccc2c(c1)c1ccccc1n2CC)c1nccn1C=C
-3	2	-6	-1	6	3	2	7	-11	CCOC(=O)c1c(-c2ccc(C)cc2)csc1NC(=O)CCSc1nnc2ccccn12
0	-6	1	1	0	-1	1	14	6	CNC(=O)CSc1nnc(-c2cccnc2)n1CCc1ccccc1

# With a hit mark in Runt-CBFb FRET, among the entries above:
14-3-3 Bad PPI	FXIa inh	Runt-CBFb FRET	Thrombin inh	Hck Nef HTS	Runt-SMMHC FRET	Wee1 stabilizer	FXIIa inh 1536	KLK5 inh	compound
4	-10	80*	-5	2	-4	1	5	19	O=C(CN1CCN(c2ccccc2)CC1)Nc1ccccc1C(F)(F)F
